Mtb RmlCD inh: M. tuberculosis RmlC/RmlD inhibition; RmlC+RmlD coupled enzyme assay, percent inhibition; primary screen in compound mixtures; 0.03% of 160,000 active; P9WH09+P9WH11; inhibition, % at 3.6 µM; in the data active = inhibition mostly above about 34%, no sharp cut-off; inconclusive = no clear call, values can overlap the other calls; inactive = mostly below about 22%; note: some results filed as inactive read as strong as hits
Target sequence (P9WH09 whole entry, looked up): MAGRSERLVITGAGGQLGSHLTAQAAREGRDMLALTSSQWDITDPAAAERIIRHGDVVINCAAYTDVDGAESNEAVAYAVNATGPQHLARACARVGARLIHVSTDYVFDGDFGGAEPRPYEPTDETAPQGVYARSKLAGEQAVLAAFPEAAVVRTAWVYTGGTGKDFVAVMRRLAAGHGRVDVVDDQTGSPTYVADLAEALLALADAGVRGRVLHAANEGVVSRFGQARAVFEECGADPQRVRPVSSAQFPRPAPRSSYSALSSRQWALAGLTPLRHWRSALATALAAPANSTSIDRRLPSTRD
Target sequence (P9WH11 whole entry, looked up): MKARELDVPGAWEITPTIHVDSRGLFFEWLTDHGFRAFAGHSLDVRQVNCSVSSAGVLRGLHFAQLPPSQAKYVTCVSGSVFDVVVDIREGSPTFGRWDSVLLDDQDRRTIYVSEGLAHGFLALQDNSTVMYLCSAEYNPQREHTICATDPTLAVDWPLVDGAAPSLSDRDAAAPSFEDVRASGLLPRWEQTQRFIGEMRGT
M. tuberculosis GlmU: inhibition of mycobacterial GlmU enzyme – biochemical, glucosamine-1-phosphate acetyltransferase (AID 1376). M. tuberculosis GlmU acetyltransferase enzyme assay; higher % means a stronger effect. 0.25% of 220,000 active. inhibition, %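 (tested at 30 µM in the primary screen)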, or IC50 in µM where a hit was titrated; in the data active = inhibition above about 13%; inconclusive = no clear call, values can overlap the other calls;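 note: 0% = complete reaction with vehicle and 100% = reaction without substrate; strong numbers were not always called active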
* marks the source's active call; other numbers are inactive results; ? = inconclusive; nt = no result given. Only part of the results is shown (hit frequency here may not be typical).

SMILES	Mtb RmlCD inh	M. tuberculosis GlmU
COc1cc(/C=N/NC(=O)c2cccc([N+](=O)[O-])c2)ccc1OCc1ccccc1	nt	1.6%
COc1cc(CN2CCN(c3ccccc3C)CC2)cc([N+](=O)[O-])c1O	-7	-3.0%
CCN(c1ccccc1)c1ncnc2c1cnn2-c1ccccc1	8	-2.8%
c1ccc(-c2nnc(-c3ccccc3)c(-c3c[nH]c4ccccc34)n2)cc1	nt	-3.7%
COc1ccc2[nH]c(=O)c(CN(CCO)C(=O)NCc3ccccc3)cc2c1	64	1.1%
O=C(COn1nnc2ccc(Cl)cc21)Nc1ccc(F)cc1	-6	-2.2%
O=C(NCCc1ccccc1)c1ccc(Cl)nc1	nt	-1.7%
Cc1occc1C(=O)NNC(=O)C1CC1	8	-0.1%
CC(C)C(=O)Nc1cc(=O)[nH]c2ncnn12	4	4.5%
O=C(CS(=O)CC(=O)Nc1cccc2c1CCCC2)Nc1ccc(F)cc1 (stereo not drawn)	10	0.4%
O=C1NN(c2ccccc2)C(=O)/C1=C/c1ccc(-c2ccc(Cl)c(C(=O)O)c2)o1	-10	80µM*
O=C(NCc1cccnc1)c1cccc(Cl)c1	nt	0.6%
CC(C(=O)NCCC1=CCCCC1)N1C(=O)c2ccccc2C1=O (stereo not drawn)	nt	-2.7%
CCOC(=O)C1(Cc2cccc(F)c2)CCN(CCCn2cccn2)CC1	7	-1.1%
COc1cc(C)ccc1OCCOCCOc1cc(C)c(C)cc1Br	nt	-0.1%
Cc1ccccc1OCC(=O)Nc1cc(S(=O)(=O)N2CCCCC2)ccc1N1CCN(C)CC1	-15	-8.8%
Cc1ccc(S(=O)(=O)NCc2ccc(C(=O)N3CCc4ccccc4C3)cc2)cc1	-4	-3.8%
Cn1cccc1CC(=O)N/N=C/c1ccc(C(C)(C)C)cc1	5	3.7%
Cc1cc(C(=O)O)c2ccccc2n1	-2	2.1%
CCN1C(=O)c2ccccc2S(=O)(=O)c2ccc(C(=O)N3CCOCC3)cc21	5	-2.1%
Cc1ccc(S(=O)(=O)N2CCOCC2)cc1NC(=O)CSc1nnc(N)s1	3	-2.5%
CC(NC(=O)CCCN1C(=O)c2ccccc2C1=O)c1ccc2c(c1)CCCC2 (stereo not drawn)	-7	-3.7%
O=C(CSc1ccccc1)N1CCC(N2CCC(C(=O)N3CCCC3)CC2)CC1	nt	0.1%
CCN(CC)S(=O)(=O)c1cccc(C(=O)N/N=C(\C)c2ccc(O)cc2O)c1	11	-3.6%
O=C(NCc1ccc2c(c1)OCO2)C1CC(=O)N(c2ccc(O)cc2)C1 (stereo not drawn)	-3	-3.6%
SMILES	Mtb RmlCD inh	M. tuberculosis GlmU
C/C(=N\Nc1nc(N2CCOCC2)nc(N2CCOCC2)n1)c1cccc([N+](=O)[O-])c1	nt	-1.9%
Cc1cccn2c(=O)c3cc(C#N)c(=NC(=O)c4ccco4)n(Cc4ccco4)c3nc12	-7	-0.5%
CC(=O)Nc1c(C(=O)O)oc2ccccc12	6	-1.4%
NC(=O)Nc1ccccc1C(=O)NCCc1ccccc1	6	7.8%
O=C(c1ccccc1)N1CCN(CC#Cc2ccccc2)CC1	nt	0.0%
O=C(Nc1ccc(Br)cc1)C(c1ccccc1)c1ccccc1	-5	-2.6%
CC(O)c1cccc(NC(=O)CCCc2ccccc2)c1 (stereo not drawn)	17	1.2%
Cc1ccc([N+](=O)[O-])c(OCCN2CCCCCC2)c1	nt	-6.2%
COC(=O)[C@H](Cc1ccccc1)NC(=O)N1CCCCC1	-1	-6.3%
Cc1ccc(Nc2ncc3c(n2)CC(C)CC3=O)c(C)c1 (stereo not drawn)	nt	1.1%
CNc1nnc(CSc2nc(C)cc(C)n2)s1	-6	1.7%
COC(=O)C1=C(CSCc2ccccc2)NC(=O)NC1c1cc(C)ccc1C (stereo not drawn)	nt	2.1%
COc1ccc(OC)c(CNC(=O)c2coc(=O)c3ccccc23)c1	4	0.6%
CCC(=O)c1ccc(N2CCN(C(=O)COc3ccc(F)cc3)CC2)c(F)c1	nt	-10%
Fc1cc2nccnc2cc1N1CCSCC1	-6	-0.9%
CCCOc1ccc(-c2nc(C#N)c(N3CCc4ccccc4C3)o2)cc1	-4	6.0%
CC1(C)CC(=O)c2cn3c(nc2C1)nc1ccccc13	nt	-3.0%
COc1ccc(C(=O)Nc2ccc(C)cc2C(=O)c2ccccc2)cc1	7	-2.1%
Cc1ccc(CSc2nc3nc(C)cc(C)c3c(=O)[nH]2)cc1	nt	0.2%
O=[N+]([O-])c1ccccc1S(=O)(=O)NCCc1ccncc1	4	0.1%
Cc1ccc(S(=O)(=O)N2CCN(CC(O)c3ccccc3)CC2)cc1C (stereo not drawn)	-6	3.3%
COC(=O)C(O)(c1ccc(NC(=S)NC(=O)c2ccccc2)cc1)C(F)(F)F (stereo not drawn)	nt	-0.6%
CC(C)Cc1nnc(NC(=O)CCC(=O)N2CCC3(CC2)OCCO3)s1	12	5.4%
Cc1c(-c2cccs2)[n+](=O)c2c(n1[O-])CCC2	2	3.2%
CCN(CC)CCCNc1oc(-c2ccc(OC)c(OC)c2)nc1C#N	97	-2.1%
SMILES	Mtb RmlCD inh	M. tuberculosis GlmU
Nc1cc(-c2ccccc2)nn1S(=O)(=O)c1ccc(F)cc1	8	-2.6%
O=C(NCc1ccc2c(c1)OCO2)c1cccc([N+](=O)[O-])c1	nt	2.4%
CCOC(=O)C1=C(c2ccccc2)NC(=O)NC1c1cc(Cl)c(O)c(OC)c1 (stereo not drawn)	2	4.8%
CCOC(=O)c1[nH]c2ccccc2c1NC(=O)COC	32	-3.2%
CCn1c(SCC(=O)Nc2ccc3c(c2)OCCO3)nnc1-c1cccs1	nt	-3.9%
NC(=O)NCc1ccccc1Cl	-12	-1.0%
O=C(CCc1nc(-c2ccccc2F)no1)NCCc1ccccc1Cl	12	-6.6%
CCCNC(=O)Cn1cccc1C(=O)c1ccccc1	5	0.5%
CCc1nc2c(c(=O)c3ccccc3n2C)c(=O)n1CCc1ccc(OC)cc1	2	-3.1%
O=C(CN1CCCC1)Nc1c2c(cc3c1CCC3)CCC2	6	1.6%
COc1ccc(C(=O)/C=C/c2ccc(O)cc2)cc1	-9	1.0%
Cc1ccc(-n2c(SCC(=O)NCc3ccco3)nnc2-c2cccnc2)cc1	nt	-2.9%
CCOC(=O)c1cn(CC)c2cc(Cl)c([N+](=O)[O-])cc2c1=O	15	-3.9%
N#CCCN(C(=O)CSc1ccc2c(c1)OCCO2)c1ccc(F)cc1	-12	2.8%
Cc1sc2nc(SCC(=O)NCCOCCO)nc(N)c2c1C	-1	-4.3%
COc1ccc(CNc2ncccn2)cc1OC	0	-5.3%
CCCCCC(=O)NC(=S)Nc1ccc2oc(=O)ccc2c1	-5	1.2%
CCn1c(SCC(=O)Nc2nc(C)c(C)s2)nnc1-c1cccnc1	nt	10%
CC1CCCCC1NS(=O)(=O)c1ccc(-n2cnnn2)cc1 (stereo not drawn)	nt	1.6%
COc1ccc(C(CNC(=O)COc2ccccc2C#N)N2CCOCC2)cc1 (stereo not drawn)	5	-0.4%
C=CCN(c1ccccc1)S(=O)(=O)c1cccc2cccnc12	nt	3.5%
Cc1noc(C)c1C(=O)OCC(=O)N1CCN(S(=O)(=O)c2ccc3ccccc3c2)CC1	nt	-2.5%
Cc1ccc2cccc(S(=O)(=O)N3CCCc4ccccc43)c2n1	6	-0.8%
CSc1nnc(-c2ccccc2N=Cc2c(C)[nH]n(-c3ccc4ccccc4c3)c2=O)c(=O)[nH]1	nt	-0.7%
O=C(CS(=O)CC(=O)N(c1ccccc1)C(C(=O)NC1CCCC1)c1cccs1)Nc1ccc(F)cc1 (stereo not drawn)	1	-1.3%

Compound profiles (already shown). Screens in order: Mtb RmlCD inh	M. tuberculosis GlmU
COc1ccc(C(CNC(=O)COc2ccccc2C#N)N2CCOCC2)cc1 (stereo not drawn) as listed: 5	-0.4%
CCOC(=O)C1=C(c2ccccc2)NC(=O)NC1c1cc(Cl)c(O)c(OC)c1 (stereo not drawn) as listed: 2	4.8%

The list continues:
SMILES	Mtb RmlCD inh	M. tuberculosis GlmU
NNC(=O)c1csc(-c2ncc(C(F)(F)F)cc2Cl)n1	7	0.8%
O=C(NCc1ccccn1)c1nn(-c2ccccc2)c(=O)c2ccccc12	-8	-4.3%
O=P(NS(=O)(=O)c1ccccc1)(Oc1ccccc1)Oc1ccccc1	nt	1.6%
CCCSC1=N/C(=C\c2ccsc2)C(=O)S1	nt	-1.1%
Cc1ccc(O)c(-c2cc(C(=O)NCc3ccccc3)[nH]n2)c1	nt	0.2%
CS(=O)(=O)N(CC(=O)Nc1ccccc1)c1cccc(Cl)c1Cl	-4	-6.8%
COc1cc(NC(=O)c2ccco2)c(OC)cc1NC(=O)Nc1cccc(Cl)c1	nt	-4.5%
O=C(C[n+]1cccc(O)c1)Nc1ccc(Br)cc1	4	4.8%
CCOc1ccc2nc(NC(=O)C3CCCN(S(=O)(=O)c4cccs4)C3)sc2c1 (stereo not drawn)	13	4.7%
COC(=O)C1=CO[C@@H](C)[C@H]2CN3CC[C@]4(C(=O)Nc5ccccc54)[C@@H]3C[C@H]12	nt	-1.6%
Cc1ccc(CCN2CC(C(=O)NCc3ccc4c(c3)OCO4)CC2=O)cc1 (stereo not drawn)	nt	2.0%
COc1ccc(-c2nnc(SCC(=O)Nc3nncs3)o2)cc1	3	-1.9%
Nc1cc2nc3ccccc3nc2cc1N	20	1.4%
COC(=O)C(Cc1ccc(OC(=O)c2ccc(Cl)cc2)cc1)N1Cc2ccccc2C1=O (stereo not drawn)	nt	1.1%
CCn1c(SCC(=O)Nc2ccccc2)nc2nc3c(cc2c1=O)COC(C)(C)C3	16	-5.2%
Cc1ccc(-c2nc(=S)c3c(n2CC2CCCO2)CC(C)(C)OC3)cc1 (stereo not drawn)	13	5.9%
COc1ccc(-c2nc(C#N)c(N3CC(C)OC(C)C3)o2)cc1OC (stereo not drawn)	-5	1.9%
O=C(O)C1CCN(C(=O)c2ccc(Cl)cc2)CC1	nt	2.8%
COc1ccc(N2C(=O)CC(Nc3ccc(F)cc3)C2=O)c([N+](=O)[O-])c1 (stereo not drawn)	18	2.1%
O=c1oc2ccccc2nc1/C=C(O)/C=C\c1ccccc1	nt	1.1%
Cc1nn(-c2ccccc2)c(N)c1Sc1ccc([N+](=O)[O-])cc1	18	0.5%
COc1ccc2c(c1OC)C(=O)OC2CC(=O)c1ccc(O)c(O)c1 (stereo not drawn)	nt	0.9%
COC(=O)COc1ccc(S(=O)(=O)NCC2CCCO2)cc1Cl (stereo not drawn)	12	3.8%
COc1cc(C2C3C(=O)N(c4ccc(F)cc4)C(=O)C3ON2c2ccccc2)ccc1O (stereo not drawn)	-10	-7.8%
COc1cccc(NC(=O)CCC(=O)Nc2cccc(OC)c2)c1	-12	3.4%
SMILES	Mtb RmlCD inh	M. tuberculosis GlmU
CCc1ccc(CN(C)C(=O)CCc2nnc(CCc3ccccc3OC)o2)nc1	7	-0.1%
CCOc1ccccc1OCCCC(=O)NC1CCCc2ccccc21 (stereo not drawn)	?	-2.7%
COc1ccc(-n2cc(CNCCCN3CCCC3=O)c(-c3ccccc3Cl)n2)cc1	-16	0.1%
O=C(c1ccc(Cl)cc1Cl)c1ncc(C(F)(F)F)cc1Cl	5	2.8%
Cc1ccc(C)c(N(C(=O)CCC(=O)Nc2cc(C)on2)C(C(=O)NC2CCCC2)c2ccco2)c1 (stereo not drawn)	5	1.6%
COc1ccc(CC2(CO)CCN(CC3=CC[C@H]4C[C@@H]3C4(C)C)CC2)cc1	-10	0.4%
O=C(N/N=C/C1CCCCC1)c1cc(Cl)ccc1O	-5	-2.9%
C/C(=N\Nc1ccc(C(F)(F)F)cn1)c1ccc(S(=O)(=O)NCc2ccco2)cc1	-9	-6.5%
C/C(CC(=O)Nc1ccc(Cl)cn1)=N\NC(=O)Cc1cccs1	10	2.1%
COc1ccc(C(=O)Nc2nc(-c3cccs3)cs2)cc1	14	1.4%
NC(=O)c1ccc(C2SCC(=O)N2Cc2ccccc2)cc1 (stereo not drawn)	3	6.7%
CC(C)CC(=O)NC(NCC1CCCO1)C(Cl)(Cl)Cl (stereo not drawn)	0	0.6%
CCC(=O)NC(NC(=S)Nc1ccccc1Br)C(Cl)(Cl)Cl (stereo not drawn)	-10	3.8%
COc1ccc(CNC(=O)C2CCN(S(=O)(=O)c3c(C)n[nH]c3C)CC2)cc1	6	1.2%
CC1CC(C)CN(S(=O)(=O)c2ccc(NC(=S)NC(=O)c3ccccc3)cc2)C1 (stereo not drawn)	-2	7.5%
C/C(=N\NC(=O)c1ccco1)c1cc2ccccc2o1	nt	1.1%

Of the compounds above, these have a nitro group on carbon.
SMILES	Mtb RmlCD inh	M. tuberculosis GlmU
COc1cc(/C=N/NC(=O)c2cccc([N+](=O)[O-])c2)ccc1OCc1ccccc1	nt	1.6%
COc1cc(CN2CCN(c3ccccc3C)CC2)cc([N+](=O)[O-])c1O	-7	-3.0%
C/C(=N\Nc1nc(N2CCOCC2)nc(N2CCOCC2)n1)c1cccc([N+](=O)[O-])c1	nt	-1.9%
Cc1ccc([N+](=O)[O-])c(OCCN2CCCCCC2)c1	nt	-6.2%
O=[N+]([O-])c1ccccc1S(=O)(=O)NCCc1ccncc1	4	0.1%
O=C(NCc1ccc2c(c1)OCO2)c1cccc([N+](=O)[O-])c1	nt	2.4%
CCOC(=O)c1cn(CC)c2cc(Cl)c([N+](=O)[O-])cc2c1=O	15	-3.9%
COc1ccc(N2C(=O)CC(Nc3ccc(F)cc3)C2=O)c([N+](=O)[O-])c1 (stereo not drawn)	18	2.1%
Cc1nn(-c2ccccc2)c(N)c1Sc1ccc([N+](=O)[O-])cc1	18	0.5%
